BRCT inh red – qHTS Assay for Inhibitors of BRCT-Phosphoprotein Interaction (Red Fluorophore); BRCT-phosphopeptide binding, red fluorescence polarization; Potency, µM (series often up to 76.9 µM), inactives show at the highest dose activity change, negative = inhibition, hits mostly inhibitors; 0.03% of 75,000 active; AID 892, 2007; note: % is set by controls: 0 for no effect and ±100 for the full control effect
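Rhodamine-labelled pBACH1 10-mer (100 nM) bound to BRCT domain (100 nM) at pH 7.3; compounds incubated 12 min room temperature, polarization read. Free peptide defines full inhibition; unlabelled decapeptide titrated as control.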
GFP derepression – qHTS Assay for Epigenetic Modulators; 0.09% of 68,000 active; AID 597, 2007; mouse C127i GFP locus derepression, cytometry, 30 h; Potency, µM (doses to about 46.1 µM), for the others: at the top dose GFP derepression (activation); note: % of control where 0% means no effect
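Murine C127i mammary cells carrying a silenced, stably integrated CMV-driven GFP reporter were treated with compound for 30 hours at 37 C. After PBS washes, GFP-positive cells were counted by laser-scanning microplate cytometry.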
Ub-GFP proteasome – Ubiquitin-GFP Assay; Ubiquitin-GFP reporter cells, proteasome inhibition, GFP fluorescence; response scale: untreated = 0%, 10 µM MG-132 = 100%; Potency, µM (top dose mostly 45.9 µM), inactives show at the highest dose activation (GFP accumulation), most hits filed as activators; 67,000 tested, under 10 active; AID 526, 2006; active = well fitted activation curve with a large enough effect, not every such curve was filed as active; inconclusive = small, poorly fitted or top-dose-only effect, or another doubt; inactive = no such curve, though single readings can be large or run the other way; note: potency is the fitted concentration of half-maximal effect
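U2OS cells expressing ubiquitin(G76V)-GFP, seeded overnight in 0.5% FBS medium, then treated 4 hr at 37 C across 46 uM to 2.9 nM. GFP-positive cells counted by laser cytometry (488 ex/515 em); %activity scaled between basal and 10 uM MG-132.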
USP2a inh – qHTS Assay for Inhibitors of Ubiquitin-specific Protease USP2a. Ubiquitin carboxyl-terminal hydrolase 2 (Homo sapiens), O75604. USP2a enzymatic assay, qHTS inhibition. Potency, µM (highest dose often 38.3 µM), without a hit: top-dose activity change, negative = inhibition, usual class: inhibitors. 0.1% of 60,000 active. AID 927, 2007;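 note: potency is the fitted concentration of half-maximal effect; nearly all actives have a fitted effect of over 60% in size; plate controls were DMSO for no effect and NEM full inhibition control for full effect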
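USP2 core (20nM final) preincubated 30 min RT with compound, then Ub-PLA2 20nM and NBD C6-HPC 20uM final added; buffer 20mM Tris-HCl pH 8.0, 2mM CaCl2. Fluorescence Ex 460/Em 535 read at 0 and 2.5 h; normalized to NEM.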
Fluorescein autfl – qHTS Assay for Spectroscopic Profiling in Fluorescein Spectral Region. Compound autofluorescence, 480/540 nm, fluorescein-equivalent; active compounds read high. max fluorescein-equivalent concentration, M. 0.91% of 59,000 active. AID 593, 2007; in the data active = max fluorescein-equivalent concentration above about 10 nM; inconclusive = between about 1.1 nM and that limit
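In this qHTS profile, compound fluorescence was measured with a 480 nm/540 nm filter pair following a 15-min room-temperature incubation in 100 mM Tris (pH 8.0). A six-point fluorescein series on each plate served for normalization.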
A350 fluor – qHTS Assay for Spectroscopic Profiling in A350 Spectral Region; Compound autofluorescence, 340/450 nm, Alexa 350 dye-equivalents; active compounds read high; max dye-equivalent concentration, M; 11% of 59,000 active; in the data active = max dye-equivalent concentration above about 10 nM; inconclusive = mostly about 1.1 nM to 9.6 nM
4MU fluor – qHTS Assay for Spectroscopic Profiling in 4-MU Spectral Region; 11% of 59,000 active; max dye-equivalent concentration, M; compound autofluorescence, 340/450 nm, 4-MU equivalents; active compounds read high; AID 589, 2007; in the data active = max dye-equivalent concentration above about 10 nM; inconclusive = mostly about 1.1 nM to 9.6 nM
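Intrinsic fluorescence at 340/450 nm (ex/em) was read after 15 min at room temperature in pH 8.0, 100 mM Tris. Each compound concentration expressed as 4-MU-equivalent concentration from a six-point 4-MU standard series on each plate.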
BRCT PPI green – qHTS Assay for Inhibitors of BRCT-Phosphoprotein Interaction (Green Fluorophore); Breast cancer type 1 susceptibility protein (Homo sapiens), P38398; BRCA1 BRCT-phosphopeptide binding, green fluorescence polarization; Potency, µM (doses to about 76.9 µM), for the others: at the top dose activity change, negative = inhibition, actives largely listed as inhibitors; 0.05% of 75,000 active; AID 875, 2007;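 note: potency is the fitted concentration of half-maximal effect; plate controls were peptide without protein for full effect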
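Compounds were incubated for 12 min at room temperature with a complex of 100 nM fluorescein-tagged pBACH1 decapeptide and 250 nM His-tagged BRCT protein. Buffer was phosphate pH 7.3 with EDTA, DTT and Tween 20. Disruption of binding lowers the polarization signal.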
Casp1 inh – qHTS Assay for Allosteric/Competitive Inhibitors of Caspase-1 | P29466 | Caspase-1 enzyme, Ac-WEHD-AFC fluorogenic rate | Potency, µM (highest dose often 57.5 µM), for inactives: at the highest dose activity change, negative = inhibition, usual class: inhibitors | 0.03% of 75,000 active | AID 900, 2007;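 note: potency is the fitted concentration of half-maximal effect; plate controls were vehicle for no effect and no substrate for full effect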
Casp7 inh – qHTS Assay for Allosteric/Competitive Inhibitors of Caspase-7; 0.02% of 75,000 active; recombinant caspase-7, Ac-DEVD-AFC fluorescence rate; Potency, µM (highest dose often 57.5 µM), inactives show at the top dose activity change, negative = inhibition, most hits filed as inhibitors; P55210; AID 889, 2007; active = well fitted inhibition curve with a large enough effect in the main read-out, with a control signal flat, not every such curve was filed as active; inconclusive = small, poorly fitted or top-dose-only effect, or a change in a side signal; note: potency is the fitted concentration of half-maximal effect; % of control where 0% means no effect
HEK293 cAMP ctrl – qHTS Assay for Agonists of the Thyroid Stimulating Hormone Receptor: Activators of Intracellular cAMP Concentrations in Parental HEK 293. 2.5% of 73,000 active. parental HEK293 CNG cAMP sensor, membrane potential fluorescence. Potency, µM (top dose mostly 57.1 µM), inactives show at the top dose activation, actives largely listed as activators; note: potency is the fitted concentration of half-maximal effect; % of control where 0% means no effect; nearly all actives have a fitted effect of over 55% in size
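Counterscreen for endogenous-receptor signalling: CNG-channel HEK 293 cells report cAMP rise by membrane depolarization. After 60 min dye equilibration with 100 uM RO 20-1724, compounds incubated 30 min before bottom-read fluorescence at 590 nm.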
An asterisk follows results filed as active; i = inactive; ? = inconclusive; nt = no result given; & = joins results of further samples; [ ] = dose if it differs, or a comment. Unless noted, calls come from the whole dose curve; as a rule, active = well fitted curve in the direction sought with a large enough effect; inconclusive = small, poorly fitted or top-dose-only effect, or another doubt; inactive = no such curve, though single readings can be large; an effect the other way counts as inactive or inconclusive.

Short keys – A = BRCT inh red; B = GFP derepression; C = Ub-GFP proteasome; D = USP2a inh; E = Fluorescein autfl; F = A350 fluor; G = 4MU fluor; H = BRCT PPI green; I = Casp1 inh; J = Casp7 inh; K = HEK293 cAMP ctrl
CCOP(=O)(C#CC(C)(C)C)C(O)(c1ccccc1)C(F)(F)F (configuration not stated)
  A: -0.8% | B: 2.6% | C: 2.6% | D: -1.3% | E: ? | F: i | G: i | H: -0.3% | I: -1.4% | J: -1.2% | K: 29.7%
OCCOc1ccccc1
  A: -1.6% | B: nt | C: nt | D: nt | E: nt | F: nt | G: nt | H: -1.8% | I: -2.1% | J: -0.9% | K: 13.5%
C=C(C)C1CNC(C(=O)O)C1CC(=O)O (configuration not stated)
  A: -0.4% | B: nt | C: nt | D: -4.5% | E: nt | F: nt | G: nt | H: -1.4%[3.08 µM] | I: 3.7% | J: -0.1% | K: nt
O=NN(CCCl)C(=O)NCCCl
  A: -2.6%&1.7% | B: -1.1% | C: 3.4% | D: -8.3%&-2.4% | E: ? | F: i | G: i | H: 0.2%&-4.7% | I: 0.1%&0.4% | J: -0.1%&3.1% | K: ?
O=c1[nH]c(=O)n(Cc2ccccc2)c(O)c1C=NCCCO
  A: 0.0% | B: 2.5% | C: -3.0% | D: -2.4% | E: nt | F: nt | G: nt | H: 23.9% | I: 1.4% | J: 0.0% | K: -3.4%
CC12CN3CC(c4ccccc4)(CN(C1)C31CCCCC1)C2=O
  A: 1.2% | B: -1.7% | C: -6.0% | D: -17.7% | E: i | F: i | G: i | H: -0.4% | I: -0.3% | J: 0.2% | K: -2.7%
Oc1c(Br)cc(Br)cc1Br
  A: -2.8% | B: nt | C: nt | D: nt | E: nt | F: nt | G: nt | H: 1.2% | I: -0.1% | J: -1.4% | K: ?
CC12CN3CC(C)(CN(C1)C31CCSCC1)C2=O
  A: 0.1% | B: 2.4% | C: -6.3% | D: 3.6% | E: ? | F: i | G: i | H: -1.7% | I: -0.1% | J: -1.0% | K: 4.0%
CN1C[C@H](CO)C=C2c3cccc4[nH]cc(c34)C[C@H]21
  A: nt | B: 4.7%[9.22 µM] | C: -3.9% | D: nt | E: 1.49e-08M* | F: 2.77e-08M* | G: 2.73e-08M* | H: nt | I: nt | J: nt | K: -1.9%
Clc1ccccc1
  A: -0.1% | B: nt | C: nt | D: nt | E: nt | F: nt | G: nt | H: 1.8% | I: -2.5% | J: -0.4% | K: ?
CC[C@@H]1CN2CCc3cc(OC)c(OC)cc3[C@H]2C[C@@H]1C[C@@H]1NCCc2cc(O)c(OC)cc21
  A: -3.4%[34.4 µM] | B: 0.0%[20.6 µM] | C: -4.3%[20.5 µM] | D: -1.3%[17.1 µM] | E: ? | F: 1.36e-08M* | G: 1.43e-08M* | H: 0.2%[34.4 µM] | I: -7.2%[25.7 µM] | J: -11.7%[25.7 µM] | K: 7.3%[25.6 µM]
CCCCP(=O)(O)c1ccccc1
  A: -1.2% | B: 3.3% | C: 0.0% | D: -0.6% | E: nt | F: nt | G: nt | H: -0.4% | I: -2.3% | J: -1.2% | K: -5.9%
CC1(C)CN=C(NCc2ccccc2Cl)S1
  A: -0.6% | B: 6.5% | C: -2.1% | D: -7.2% | E: i | F: i | G: i | H: -1.2% | I: 0.3% | J: 0.7% | K: ?
Cc1cnc[nH]1
  A: -1.8% | B: nt | C: nt | D: nt | E: nt | F: nt | G: nt | H: 0.0% | I: -1.0% | J: 1.4% | K: 44.8%
CCCCn1c(O)c(C(C)=NCCN2CCCCC2)c(=O)[nH]c1=O
  A: -1.0% | B: 4.3% | C: 0.2% | D: 23.2% | E: ? | F: 2.28e-08M* | G: 2.03e-08M* | H: -2.3% | I: -2.6% | J: -3.4% | K: 5.9%
O=S(=O)(Cl)c1ccccc1
  A: 1.3% | B: nt | C: nt | D: nt | E: nt | F: nt | G: nt | H: -0.8% | I: 2.5% | J: 0.9% | K: 6.2%
Cc1cccnc1-n1c(CN2C(=O)c3ccccc3C2=O)nc2ccccc2c1=O
  A: 0.0% | B: -2.9% | C: -8.0% | D: 9.3% | E: ? | F: i | G: i | H: -2.3% | I: 0.1% | J: -1.2% | K: 18.4%
OCC1OC(n2cnc3cc(Cl)c(Cl)cc32)C(O)C1O (configuration not stated)
  A: 0.8% | B: nt | C: nt | D: -1.5% | E: nt | F: nt | G: nt | H: 2.1% | I: 0.1% | J: 0.4% | K: nt
O=[N+]([O-])c1ccc(Cl)c(Cl)c1Cl
  A: 0.5% | B: nt | C: nt | D: nt | E: nt | F: nt | G: nt | H: 0.6% | I: 1.5% | J: 1.3% | K: 16.3%
FC(F)(F)C1=NC(C(F)(F)F)=NP(N2CCOCC2)(N2CCOCC2)=N1
  A: 0.2% | B: -4.4% | C: 5.6% | D: 0.4% | E: nt | F: nt | G: nt | H: -0.9% | I: 0.5% | J: -0.1% | K: 4.4%
CC(O)CCl (configuration not stated)
  A: -0.6% | B: nt | C: nt | D: nt | E: nt | F: nt | G: nt | H: -0.5% | I: -2.8% | J: 0.1% | K: -11.8%
CCC(=NCCCN(C)C)c1c(O)n(-c2ccc(OC)cc2)c(=O)[nH]c1=O
  A: -0.2% | B: 2.6% | C: -0.9% | D: -0.2% | E: i | F: ? | G: ? | H: -1.5% | I: -0.1% | J: -0.2% | K: 9.5%
CCOC(=O)C1SC2(C(F)(F)F)CC1(O)c1c(C)cc(C)nc1O2 (configuration not stated)
  A: 1.1% | B: 5.7% | C: 6.2% | D: 37.5%[activator] | E: ? | F: i | G: i | H: -2.6% | I: -0.7% | J: -0.5% | K: ?
COc1cccc(N2CCN(Cc3ccc(Cl)cc3)CC2)c1
  A: -1.9% | B: -1.8% | C: nt | D: -3.2% | E: nt | F: nt | G: nt | H: -0.7% | I: -3.2% | J: -2.4% | K: 7.9%
CC(=O)O[C@H]1CC[C@@]2(C)[C@@H](CC[C@H]3[C@H]2CC(=O)[C@]2(C)[C@@H]3C[C@@H](N3CC3)[C@H]2C(C)=O)C1
  A: -0.1%[15.4 µM] | B: 2.3%[9.22 µM] | C: -2.7%[9.17 µM] | D: nt | E: ? | F: i | G: i | H: -0.4%[15.4 µM] | I: 1.9%[11.5 µM] | J: -2.5%[11.5 µM] | K: 0.3%[11.4 µM]
CCCC(C)C1C(C#N)=C(N)Oc2c1c(=O)oc1ccccc21 (configuration not stated)
  A: -0.2% | B: -2.2% | C: -2.9% | D: -4.4% | E: nt | F: nt | G: nt | H: -1.9% | I: -4.9% | J: -4.9% | K: -8.6%
C=CCn1c(O)c(C(C)=NCc2cc(OC)cc(OC)c2)c(=O)[nH]c1=O
  A: -2.1% | B: 1.6% | C: -0.9% | D: 8.0% | E: ? | F: 2.48e-08M* | G: 1.86e-08M* | H: -2.2% | I: -3.7% | J: 0.1% | K: 1.3%
Cc1cc(O)c2c(c1)C(=O)c1cc(O)cc(O)c1C2=O
  A: -2.4% | B: -0.2%[9.22 µM] | C: 7.7%&8.3% | D: 2.7% | E: i | F: i | G: i | H: 3.4% | I: -3.4% | J: 2.2% | K: -16.8%&-34.6%&-34.2%

A draw from above in order of count of non-hydrogen atoms, lowest first:
Short keys – A = BRCT inh red; B = GFP derepression; C = Ub-GFP proteasome; D = USP2a inh; E = Fluorescein autfl; F = A350 fluor; G = 4MU fluor; H = BRCT PPI green; I = Casp1 inh; J = Casp7 inh; K = HEK293 cAMP ctrl
Oc1c(Br)cc(Br)cc1Br
  A: -2.8% | B: nt | C: nt | D: nt | E: nt | F: nt | G: nt | H: 1.2% | I: -0.1% | J: -1.4% | K: ?
CCCCP(=O)(O)c1ccccc1
  A: -1.2% | B: 3.3% | C: 0.0% | D: -0.6% | E: nt | F: nt | G: nt | H: -0.4% | I: -2.3% | J: -1.2% | K: -5.9%
C=C(C)C1CNC(C(=O)O)C1CC(=O)O (configuration not stated)
  A: -0.4% | B: nt | C: nt | D: -4.5% | E: nt | F: nt | G: nt | H: -1.4%[3.08 µM] | I: 3.7% | J: -0.1% | K: nt
O=c1[nH]c(=O)n(Cc2ccccc2)c(O)c1C=NCCCO
  A: 0.0% | B: 2.5% | C: -3.0% | D: -2.4% | E: nt | F: nt | G: nt | H: 23.9% | I: 1.4% | J: 0.0% | K: -3.4%
CCCCn1c(O)c(C(C)=NCCN2CCCCC2)c(=O)[nH]c1=O
  A: -1.0% | B: 4.3% | C: 0.2% | D: 23.2% | E: ? | F: 2.28e-08M* | G: 2.03e-08M* | H: -2.3% | I: -2.6% | J: -3.4% | K: 5.9%

These rows are one share of the data; rates above refer to the full screens.
